Screening data as filed in PubChem BioAssay.
hIAP act = human IAP activation; P09923; 330,000 compounds, 0.16% hits; AID 2524; purified human IAP, CDP-Star luminescence, 30 min; stronger effect = higher value; 1 = vehicle-only enzyme, 0 = enzyme-free background; activation factor at 10 µM;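 active = activation factor of the enzyme at least 2-fold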; also: the source names both 10 and 20 µM as test concentration; values of inactives mirror those of a sister screen read the other way
Target sequence (P09923 whole entry, looked up): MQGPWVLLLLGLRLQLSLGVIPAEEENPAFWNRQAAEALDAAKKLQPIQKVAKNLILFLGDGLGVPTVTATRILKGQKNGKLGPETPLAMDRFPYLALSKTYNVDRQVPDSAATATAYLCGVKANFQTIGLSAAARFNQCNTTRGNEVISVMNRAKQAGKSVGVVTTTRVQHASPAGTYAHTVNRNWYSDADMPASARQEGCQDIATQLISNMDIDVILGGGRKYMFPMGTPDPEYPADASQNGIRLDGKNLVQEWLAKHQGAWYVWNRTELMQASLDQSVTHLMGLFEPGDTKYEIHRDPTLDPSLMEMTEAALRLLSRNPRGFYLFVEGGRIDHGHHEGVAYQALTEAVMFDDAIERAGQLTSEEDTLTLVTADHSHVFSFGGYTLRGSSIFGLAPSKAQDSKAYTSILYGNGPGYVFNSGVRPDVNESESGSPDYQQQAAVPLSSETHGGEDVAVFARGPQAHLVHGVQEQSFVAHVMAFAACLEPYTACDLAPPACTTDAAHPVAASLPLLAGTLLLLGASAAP
APOBEC3G inh = APOBEC3G (human) deaminase inhibition; Q9HC16; recombinant A3G, ssDNA deamination FAM/TAMRA fluorescence; inhibition, % at 20 µM; 330,000 compounds, 0.28% hits; AID 493012;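 active = inhibition of at least 40% at 20 µM, with no more than 30% in the related APOBEC3A deaminase screen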;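 also: plate controls were DMSO wells with A3G for no effect and wells lacking A3G enzyme for full effect; some compounds called inactive have numbers as strong as hits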
hIAP inh = blocks human intestinal alkaline phosphatase. P09923. purified IAP, CDP-Star luminescence, 30 min. inhibition, % at 10 µM. 330,000 compounds, 0.12% hits. AID 2544;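 active = inhibition reaching a set limit with compound at 10 µM in the primary screen, cut at about 35% in these data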;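 also: plate controls were DMSO wells with enzyme for no effect and no-enzyme buffer wells for full effect; values of inactives mirror those of a sister screen read the other way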
MIN6 prolif = MIN6 beta-cell proliferation induction. AID 2380. MIN6 cells proliferation, ATPlite luminescence, 48 h; cells starved in 0.2% serum; 100% = growth in 10% serum. 330,000 compounds, 0.29% hits. proliferation, % at 10 µM;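 active = compounds whose signal lies at least 3.5 SD above the mean of all wells on their plate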;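 also: 0% = DMSO-treated cells in low-serum medium and 100% = 10% serum control; some compounds called inactive have numbers as strong as hits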
APOBEC3A inh = inhibitors of human APOBEC3A DNA deaminase; P31941; recombinant A3A, FAM/TAMRA ssDNA deamination fluorescence; inhibition, % at 20 µM; 330,000 compounds, 0.41% hits;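 active = at least 40% inhibition at 20 µM here, with at most 30% in a related deaminase screen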;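 also: plate controls were A3A with DMSO for no effect and wells lacking A3A enzyme for full effect; some results filed as inactive read as strong as hits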
Target sequence (P31941 whole entry, looked up): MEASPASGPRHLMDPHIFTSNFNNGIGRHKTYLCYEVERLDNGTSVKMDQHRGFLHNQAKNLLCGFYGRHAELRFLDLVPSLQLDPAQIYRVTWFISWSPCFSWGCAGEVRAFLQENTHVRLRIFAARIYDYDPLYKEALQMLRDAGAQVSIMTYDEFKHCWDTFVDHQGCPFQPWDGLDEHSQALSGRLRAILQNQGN
mIAP act = mouse IAP activation | activation factor at 10 µM | 330,000 compounds, 0.24% hits | muIAP, CDP-Star luminescence, 30 min; stronger effect = higher value; 1 = vehicle-only enzyme signal, 0 = enzyme-free wells;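 active = activation factor of at least 2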; also: the source names both 10 and 20 µM as test concentration; values of inactives mirror those of a sister screen read the other way
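System: Mouse IAP enzyme | Also added: CDP-Star substrate | Dosing: Compounds dispensed in DMSO | Schedule: 30 min enzyme-substrate-compound incubation at room temperature | Technique: Chemiluminescence readout | Control set: DMSO-only wells and no-enzyme negative control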
mIAP block = blocks mouse intestinal alkaline phosphatase; 330,000 compounds, 0.2% hits; purified mouse IAP, CDP-Star luminescence, 30 min; inhibition, % at 10 µM;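 active = inhibition of at least 40% at 10 µM in the primary screen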;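 also: plate controls were DMSO with enzyme for no effect and no enzyme wells for full effect; values of inactives mirror those of a sister screen read the other way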
ATG4B inhibitor = inhibitors of human ATG4B cysteine protease. inhibition, % at 8.33 µM. ATG4B cleavage of LC3-PLA2, NBD-HPC fluorescence, 1 h. 340,000 compounds, 0.51% hits; in the data active = inhibition above about 40%
MPTP block = permeability transition pore inhibition; isolated mouse mitochondria, Ca2+ swelling absorbance, 30 min; 360,000 compounds, 1.4% hits; inhibition, % at 10 µM; AID 602449;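 active = inhibition of 50% or more, scaled per plate between neutral and stimulator controls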;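 also: 0% = DMSO wells given calcium and 100% = 1 mM EGTA wells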
Starred values were filed as active, the others as inactive.

canonical_smiles	hIAP act	APOBEC3G inh	hIAP inh	MIN6 prolif	APOBEC3A inh	mIAP act	mIAP block	ATG4B inhibitor	MPTP block
CC1(CCl)N([O-])C2=C(CCCC2)[N+]1=O (stereo not drawn)	1.1	1	-12	-3	1	0.93	8	1	0.5
CCOC(=O)C1CCCN(CC(O)COc2cccc(C)c2)C1 (stereo not drawn)	0.96	-5	4	-1	-3	0.99	1	-5	1.1
CN(C(=O)COC(=O)CSc1ccc([N+](=O)[O-])cc1)C1CCS(=O)(=O)C1 (stereo not drawn)	0.97	-11	2	-5	0	1	-1	-2	-1.0
Cc1cccc(Nc2nc(NCc3ccco3)nc(N)c2[N+](=O)[O-])c1	0.92	2	8	-1	3	0.95	5	9	5.2
Cc1cccc(CCNC(=O)Cn2ncc3c([nH]c4ccc(C)cc43)c2=O)c1	0.97	1	3	-4	3	0.95	5	4	0.8
COc1cc(/C=N/NS(=O)(=O)c2ccc(C)c([N+](=O)[O-])c2)cc([N+](=O)[O-])c1O	0.85	-4	15	2	-4	0.87	13	4	2.9
COCCN(C(=O)CCc1nnc(CCc2c[nH]c3ccccc23)o1)C(C)C	0.94	-3	6	-3	1	0.95	4	15	3.5
Cc1nccn1CCc1nc(N)nc(N)n1	0.78	-5	22	1	-3	0.98	2	-7	-1.9
C#Cc1ccc([C@@H]2C=C(C(=O)Nc3ccccc3)O[C@H](OCC)[C@H]2CCCO)cc1	1	-4	-2	-5	-3	1.1	-10	-2	-0.5
C[C@H](CO)N1C[C@H](C)[C@@H](CN(C)C(=O)NC2CCCCC2)Oc2c(cccc2N(C)C)C1=O	1.1	-5	-7	5	-2	0.95	5	0	-0.3
CCOc1ccc(C(=O)NCCO)cc1	0.86	-2	14	2	-5	0.99	1	-4	1.1
CCOc1ccc(-c2cc(C)n3nc(C(N)=O)cc3n2)cc1	0.97	0	3	0	4	1	-5	14	-1.2
Cc1nn(Cc2cccc(C(N)=O)c2)c(C)c1Br	0.99	1	1	-2	0	0.96	4	7	2.3
O=C(CNS(=O)(=O)c1ccc(F)c(Cl)c1)N1CCCC1	1.1	-6	-7	-3	-1	1	-1	-6	-0.4
Cc1ccc2c(c1)c1c(n2CC(O)CNC(CO)(CO)CO)CCCC1 (stereo not drawn)	1.1	-8	-9	1	-6	0.99	1	1	-1.7
COc1cccc(C(C)N(C)Cc2nc(-c3ccoc3)oc2C)c1 (stereo not drawn)	0.97	-3	3	6	-4	0.94	6	6	-1.1
CCCN(CC(=O)Nc1ccccc1C)C(=O)Cc1cccs1	1	-4	-3	-4	0	1.2	-24	8	-0.2
COc1ccc(C(CCN2CCCC(C)C2)c2c(OC)cc(OC)c3c(C)cc(=O)oc23)cc1 (stereo not drawn)	1	-12	-3	-5	-5	0.97	3	-6	-1.4
O=C(NCc1cccnc1)Nc1ccc2c(c1)OCO2	1.1	-8	-13	-1	-2	1	-2	-1	-3.0
CCN(CC)S(=O)(=O)c1ccc2c(c1)nc(CCC(=O)OCC(=O)Nc1cc(Cl)cc(Cl)c1)n2C	0.89	-6	11	0	1	1.1	-14	-10	-17
N#Cc1ccc(Oc2ccc(C(F)(F)F)cc2NC(=O)c2ccc(F)cc2)cc1	0.91	-4	9	-2	-1	0.99	1	-6	33
Cc1noc(C)c1COC(=O)c1cccc(N(C)C)c1	1.1	-3	-15	-2	0	1.1	-10	2	0.5
Cc1ccn2cc(CSc3ccccc3N)nc2c1	0.93	-3	7	-2	2	0.97	3	8	-0.3
CCOCCCNCc1cc(Cl)ccc1OCC	1.2	-9	-23	2	1	1.1	-14	-8	-1.6
Clc1ccccc1CN1CCN(/N=C/c2ccncc2)CC1	1.1	-3	-10	-3	-1	0.91	9	0	37
O=[N+]([O-])c1cccc(-c2cc3ccccc3[nH]2)c1	1.1	-6	-11	-3	-4	0.93	7	-2	1.3
COc1ccccc1/C=N/NC(=O)c1c(-c2ccccc2)noc1C	0.86	-2	14	0	1	0.96	4	-1	1.8
COc1ccc(NCc2cc3cc(OC)ccc3[nH]c2=O)cc1	0.95	3	5	-1	3	0.77	23	6	0.7
COc1ccccc1-n1cc(C(=O)NCC(=O)N2CCN(c3ccccn3)CC2)c2ccccc2c1=O	1.2	-2	-19	-5	2	0.93	7	-6	0.5
CCOC(=O)c1c(=O)n(O)c2ccc(OC)cc2[n+]1[O-]	1	1	-3	0	1	0.66	34	-13	-0.8

(listing goes on)
canonical_smiles	hIAP act	APOBEC3G inh	hIAP inh	MIN6 prolif	APOBEC3A inh	mIAP act	mIAP block	ATG4B inhibitor	MPTP block
CN1CCCN(C(=O)CC2(CC(=O)O)CCCCC2)CC1	0.93	-8	7	-3	-3	1	-3	1	0.3
COc1cc(/C=N\Nc2nc(-c3ccc(C)cc3)c(NC(C)=O)s2)ccc1O	1.1	-5	-5	0	-1	0.9	10	-20	3.0
CC(=O)NC12CC3CC(C)(C1)CC(NC(C)=O)(C3)C2	0.95	-7	5	0	-1	1.1	-9	-2	0.1
N=C(N)SCc1ncccc1O	1.4	2	-44	-1	8	1	-3	-1	1.0
CCN(C(=O)COC(=O)c1oc2ccccc2c1C)c1c(N)n(Cc2ccccc2)c(=O)[nH]c1=O	0.95	-1	5	-4	-1	0.94	6	-13	0.0
Nc1nc(CN2CCCCC2)cs1	0.99	-8	1	-3	-8	1.1	-6	-8	-1.2
COc1ccccc1OCC(=O)Nc1ccc(S(=O)(=O)N2CCN(C)CC2)cc1	0.92	-7	8	5	-5	0.89	11	14	-0.9
O=C(CN1CCOCC1)Nc1ccc(Oc2ccc(NC(=O)CN3CCOCC3)cc2)cc1	0.98	0	2	0	2	1	-2	-2	-2.3
Cc1cc(CNC(=O)[C@H](C)[C@@H]2C[C@@]2(C)[C@@H](NC(=O)OCc2ccccc2)c2ccccc2)nn1C	0.93	-4	7	-1	-1	1.1	-12	-3	1.8
Cc1ccc2nc(C)c(C(=O)N/N=C/c3cccs3)n2c1	1	-8	-1	-3	-1	0.97	3	-1	-0.2
COc1ccc(NS(=O)(=O)c2ccc(NC(=O)c3ccccc3)cc2)nn1	0.88	-5	12	-1	-2	1	-1	-7	-1.5
C/C(=C(/CCO)SSCC1CCCO1)N(C=O)Cc1cnc(C)nc1N (stereo not drawn)	1.1	-5	-11	-1	-5	0.97	3	-10	-0.2
CC(=O)c1cc(C#N)c(SCc2ccncc2)nc1C	1.2	-2	-19	0	-1	0.95	5	-10	2.0
CCN1CCN(c2ccc(NC(=O)c3cccc(S(=O)(=O)N4CCCC4)c3)cc2)CC1	1	-4	-2	-1	32	0.95	5	0	0.1
Cc1ccc(S(=O)(=O)Nc2ccc(C(=O)Nc3ccncc3)cc2)cc1	0.95	-4	5	0	-1	0.95	5	2	1.5
O=C(CNS(=O)(=O)c1cccc(C(F)(F)F)c1)NC1CCCCCC1	1.1	14	-8	-4	1	0.96	4	0	1.2
COc1ccc(C(=O)N2CCN(c3ccc([N+](=O)[O-])c(-n4nc(C)cc4C)c3)CC2)cc1	1	-1	-1	0	3	1	-2	-12	1.1
Cc1ccccc1C(=O)NCC(=O)Nc1ccc(C)c(S(=O)(=O)N2CCCCCC2)c1	1.1	-4	-14	-2	-2	1.1	-8	-1	-0.5
O=C(/C=C/c1ccc(Cl)cc1Cl)c1ccc[nH]1	0.8	-2	20	-6	0	0.94	6	7	3.1
CCOc1cc(C)c(Cl)cc1S(=O)(=O)n1cnc2ccccc21	1	1	-4	-4	3	1	-1	5	-1.2
COc1ccc(CCC(=O)OCC(=O)Nc2ccc3[nH]c(=O)[nH]c3c2)cc1	1.1	-10	-10	3	11	1	-1	-1	-1.5
CS(=O)(=O)N1CCc2cc(-c3csc(NC(=O)C(c4ccccc4)c4ccccc4)n3)ccc21	1.1	6	-12	-2	-3	1.3	-29	-8	1.4
COc1ccc(NC(=O)C2CC(=O)NC(Nc3cccc(C)c3)=N2)cc1 (stereo not drawn)	1.2	-6	-24	-3	3	0.98	2	-2	-2.1
CC(C(=O)Nc1cccc([N+](=O)[O-])c1)[n+]1ccccc1 (stereo not drawn)	1.1	0	-14	-3	2	0.94	6	-6	0.1
CN(C)c1ccc(C2(O)C(=O)c3ccccc3C2=O)cc1	0.92	-1	8	3	-2	0.97	3	6	4.8
COc1ccc(S(=O)(=O)N(C)CC(=O)N2CCOCC2)cc1	1.1	-2	-11	1	-3	1.1	-7	3	-0.8
O=C(Nc1ccc(S(=O)(=O)N2CCCCCC2)cc1)c1c(F)cccc1F	1.4	-4	-44	2	-2	1	-2	-1	-0.3
C(=C\c1ccccc1)/CSc1nc2ncccc2[nH]1	1.3	-3	-25	-1	-3	0.92	8	0	4.8
FC(F)(F)C1=CC(c2ccc(Br)cc2)=NCCN1	1.1	-3	-7	-1	0	0.9	10	-9	0.0
Nc1nnc(SC2CCCC2)s1	0.79	-2	22	0	0	0.96	4	-1	1.4

An excerpt of these results, with two lines to a compound.
Values run as follows: hIAP act, APOBEC3G inh, hIAP inh, MIN6 prolif, APOBEC3A inh, mIAP act, mIAP block, ATG4B inhibitor, MPTP block
> O=C(/C=C/c1ccc(Cl)cc1Cl)c1ccc[nH]1
→ 0.8, -2, 20, -6, 0, 0.94, 6, 7, 3.1
> CC1(CCl)N([O-])C2=C(CCCC2)[N+]1=O (stereo not drawn)
→ 1.1, 1, -12, -3, 1, 0.93, 8, 1, 0.5
> Nc1nnc(SC2CCCC2)s1
→ 0.79, -2, 22, 0, 0, 0.96, 4, -1, 1.4

(list continues)
canonical_smiles	hIAP act	APOBEC3G inh	hIAP inh	MIN6 prolif	APOBEC3A inh	mIAP act	mIAP block	ATG4B inhibitor	MPTP block
COc1ccc(C(=O)OCc2cc(C)ccc2C)cc1S(=O)(=O)N1CCCC1	1	-6	-1	-4	-4	0.85	15	2	0.6
COc1cc(C(=S)N2CCCC2)cc(OC)c1OC	1.1	-9	-10	-3	-6	1.1	-7	-7	1.2
Cc1c(CC(=O)N2CCC(C(=O)O)CC2)c(=O)oc2cc3c(cc12)CCC1(CCCCC1)O3	0.74	-5	26	-2	-5	0.88	12	-28	-1.5
CCN=C1SC(CC(=O)NCCc2ccc(OC)c(OC)c2)C(=O)N1CC (stereo not drawn)	0.94	-2	6	2	-3	0.98	2	-13	2.6
CCOC(=O)c1cnc(-n2nc(C)cc2C)nc1NC	1.2	-4	-16	2	0	0.98	2	0	0.2
CCN(CC)c1nc(N)c2c(N)nc(OC)cc2c1C#N	1.1	-13	-14	-3	-6	0.94	6	2	0.2
Cc1ccc(S(=O)(=O)Nc2cccc(C(=O)N3CCCC3)c2)cc1F	0.9	1	10	4	0	1	-4	-1	1.1
CNC(=O)c1c(Cl)cnn1-c1ccccc1	1.3	-3	-34	-2	-1	1.1	-8	8	-0.6
O=C(O)CCCCCNC(=O)CSc1nnc(-c2ccco2)n1-c1ccccc1	0.99	-10	1	-2	-2	0.99	1	5	-1.6
CCOCCCNC(=O)C(NC(=O)CNC(C)=O)c1ccc(Cl)cc1 (stereo not drawn)	0.98	-7	2	0	-4	0.93	7	3	-4.1
Cc1ccsc1CN1CCC(C(=O)NCc2ccccc2Cl)CC1	0.97	-1	3	1	4	1	-3	37	0.3
COC(=O)CC1=NN(c2ccc(OC)cc2)C(=O)/C1=C\c1ccc(Cl)cc1	1.1	0	-6	-1	1	0.91	9	2	4.3
Cc1cc(C)nc(NS(=O)(=O)c2ccc(NC(=O)Nc3ccccc3)cc2)n1	1.1	-1	-9	-5	1	1	-4	-5	1.3
